High-throughput results: PubChem, several laboratories
Ecoli viability: E. coli V3065 growth inhibition, primary screen, counter-screen for AddAB inhibitor project, absorbance, OD600; 18 h; inhibition, % at 11.9 µM; 330,000 compounds, 0.27% hits;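 active = inhibition above the campaign's mean inhibition across all tested compounds plus 3 SD, cut at about 9.9% in these data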;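 note: uninfected addAB+ strain grown without phage in ampicillin broth; 0% = DMSO wells and 100% = ciprofloxacin 0.95 µg/ml wells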
AddAB inh: growth inhibition of E. coli expressing H. pylori AddAB, primary screen, AddAB inhibitor project, absorbance | inhibition, % at 11.9 µM | 330,000 compounds, 0.29% hits; in the data active = inhibition above about 12%;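 note: 0% = vehicle wells of infected cells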
HTR5A inv ag: HTR5A inverse agonists in luminescence cell assay, primary screen, counter-screen for OPRM1-OPRD1 heterodimer inverse agonist project, full-deck HTS. 5-hydroxytryptamine receptor 5A (Homo sapiens), P47898. HTR5A cell line, inverse agonism. inhibition, % at 9.3 µM. 340,000 compounds, 0.083% hits; in the data active = inhibition mostly above about 23%, no sharp cut-off; inactive = mostly below about 18%;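 note: 0% = cells with DMSO and 100% = no-cell wells with DMSO; some compounds called inactive have numbers as strong as hits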
OPRM1-OPRD1 inv: inverse agonists of MOR-DOR heterodimerization, primary screen, cell-based, luminescence | Mu-type opioid receptor (Homo sapiens) + Delta-type opioid receptor (Homo sapiens), … | cell-based MOR-DOR heterodimer luminescence, inverse agonism | inhibition, % at 9.3 µM | 340,000 compounds, 0.21% hits | AID 504357, 2011; in the data active = inhibition above about 22%, passing the limit was not always enough;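 note: 0% = cells with DMSO and 100% = wells without cells with DMSO; values of inactives mirror those of a sister screen read the other way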
DSG3 Ab inh: inhibitors of pemphigus antibody binding to DSG3, primary screen, biochemical, bead-based, flow cytometry, scFv-GFP. AID 588358, 2011. 310,000 compounds, 0.48% hits. DSG3-coupled beads, scFv-anti-DSG3-GFP binding; active compounds read low. Desmoglein-3 (Homo sapiens), P32926. binding (percent of control), % at 10 µM;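 active = binding more than 3 SD below its plate's average and above zero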;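 note: hits lower antibody fragment binding to DSG3; some compounds called inactive have numbers as strong as hits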
Target sequence (P32926 whole entry, looked up, the tested form may be a part): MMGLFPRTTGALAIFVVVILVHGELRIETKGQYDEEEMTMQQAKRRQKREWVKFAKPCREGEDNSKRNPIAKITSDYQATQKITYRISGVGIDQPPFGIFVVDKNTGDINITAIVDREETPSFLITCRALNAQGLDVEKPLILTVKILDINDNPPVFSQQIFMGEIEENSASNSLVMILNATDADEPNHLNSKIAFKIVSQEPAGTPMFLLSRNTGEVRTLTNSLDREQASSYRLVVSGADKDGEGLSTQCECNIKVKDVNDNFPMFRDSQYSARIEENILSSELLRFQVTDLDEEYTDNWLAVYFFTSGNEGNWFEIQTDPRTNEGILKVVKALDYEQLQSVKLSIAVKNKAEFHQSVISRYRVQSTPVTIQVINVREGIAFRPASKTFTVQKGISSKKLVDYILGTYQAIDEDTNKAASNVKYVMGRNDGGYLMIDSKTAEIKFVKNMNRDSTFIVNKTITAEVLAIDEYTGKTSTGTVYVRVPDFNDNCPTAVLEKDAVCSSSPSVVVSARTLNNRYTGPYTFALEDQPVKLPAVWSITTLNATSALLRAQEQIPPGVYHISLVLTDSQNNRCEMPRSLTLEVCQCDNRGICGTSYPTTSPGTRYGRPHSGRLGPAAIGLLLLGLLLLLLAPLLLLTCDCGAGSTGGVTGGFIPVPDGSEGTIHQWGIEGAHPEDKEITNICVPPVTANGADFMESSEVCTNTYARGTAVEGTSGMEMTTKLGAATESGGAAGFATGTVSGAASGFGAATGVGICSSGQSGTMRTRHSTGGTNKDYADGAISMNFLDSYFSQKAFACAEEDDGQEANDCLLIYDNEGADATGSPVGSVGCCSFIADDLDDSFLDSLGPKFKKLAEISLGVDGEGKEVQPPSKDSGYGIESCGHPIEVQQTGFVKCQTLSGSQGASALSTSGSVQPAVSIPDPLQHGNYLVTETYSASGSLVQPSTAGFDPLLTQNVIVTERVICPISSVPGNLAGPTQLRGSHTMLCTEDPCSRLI
PKA-R1A act: activators of PKA-R1A holoenzyme, primary screen, biochemical, fluorescence polarization, Cy5-IP20, bovine R1A, mouse PKAc | 340,000 compounds, 0.083% hits | PKA-R1A dissociation; scaled: DMSO 0%, 113 µM cGMP 100% | cAMP-dependent protein kinase type I-alpha regulatory subunit (Bos taurus) + … | activation, % at 11.4 µM | AID 504707, 2011;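 active = percent activation above the mean of all tested compounds plus 3 SD, cut at about 19% in these data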;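 note: higher means more PKAc released from R1A so a rise in polarization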
PfHsp90 set2: growth inhibition of PfHsp90-expressing yeast, primary screen, antimalarial PfHsp90 inhibitor project, S. cerevisiae, BacTiter-Glo luminescence, single point, set 2; 310,000 compounds, 0.32% hits; BacTiter-Glo ATP, 48 h; yeast lacking PDR1 and PDR3 efflux regulators; inhibition, % at 9.4 µM; AID 504621, 2011;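 active = every replicate shows inhibition above about 80%, whatever the replicate mean, limit read from the data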;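 note: 0% = DMSO neutral controls and 100% = 20 µM radicicol positive controls; yeast relying on Plasmodium falciparum Hsp90 in place of its own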
phage Ecoli inh: growth loss of phage-infected E. coli, primary screen, RecBCD inhibitor project, absorbance, with phage, HTS | inhibition, % at 11.9 µM | AID 651602, 2012 | 360,000 compounds, 0.26% hits; in the data active = inhibition above about 11%
Mot1-301 SUMO: yeast Mot1-301 growth rescue at high temperature, primary screen, SUMOylation pathway inhibitor project, S. cerevisiae, ATP luminescence, 38.5C; S. cerevisiae Mot1-301 growth rescue; percent above DMSO median, 100 means doubled; growth rescue, % at 18.8 µM; 320,000 compounds, 1% hits;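 active = every valid replicate shows activation above 250% relative to neutral control wells; inactive = the rest, any valid replicate at or below 250%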;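 note: OY570 slx delta 5 strain wells were the positive control but not used for scaling; some compounds called inactive have numbers as strong as hits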
MOR-DOR ag: agonists of OPRM1-OPRD1 heterodimerization, primary screen, cell-based, luminescence | cells | activation, % at 9.3 µM | AID 504326, 2011 | 340,000 compounds, 0.3% hits | Mu-type opioid receptor (Homo sapiens) + Delta-type opioid receptor (Homo sapiens), …; in the data active = activation above about 18%;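 note: 0% = vehicle-treated cells and 100% = reference agonist; values of inactives mirror those of a sister screen read the other way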
HTR5A ag: HTR5A agonists in luminescence cell assay, primary screen, counter-screen for OPRM1-OPRD1 heterodimer agonist project, full-deck HTS | 5-hydroxytryptamine receptor 5A (Homo sapiens), P47898 | cell-based | activation, % at 9.3 µM | 340,000 compounds, 0.61% hits; in the data active = activation mostly above about 9.5%, no sharp cut-off; inactive = mostly below about 7.6%;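 note: 0% = cells with vehicle only and 100% = reference agonist; strong numbers were not always called active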
Numbers without * were called inactive; . = no result given.

SMILES	Ecoli viability	AddAB inh	HTR5A inv ag	OPRM1-OPRD1 inv	DSG3 Ab inh	PKA-R1A act	PfHsp90 set2	phage Ecoli inh	Mot1-301 SUMO	MOR-DOR ag	HTR5A ag
COc1cc2c(cc1OC)CN(CC(=O)NC(=O)NC1CCCCC1)CC2	-1.2	-0.5	0	8	108	-1	-20	1.8	24	-1.6	0
CN(C)c1nc(-c2ccccc2)c2cc(Cl)ccc2n1	0.6	0.5	3	-9	.	-6	-34	1.6	-4	1.8	-1
Cn1nccc1C(=O)N1CCc2ccccc21	2.0	3.4	4	15	96	-6	.	2.3	75	-2.5	2
CC(C)(C)n1ncc2c(=O)n(CC(=O)N3CCN(c4ccccc4)CC3)cnc21	.	.	-8	-8	102	5	-4	2.6	.	1.4	-5
N#Cc1nc(COc2ccccc2Cl)oc1NCc1ccco1	-1.3	1.0	7	4	102	6	.	1.7	-1	-0.7	-1
COc1ccccc1CNC(=O)C1CCN(S(=O)(=O)c2ccc3nc4c(c(C(=O)O)c3c2)CCCC4)CC1	-1.1	5.8	9	10	97	0	18	-0.6	2	-2.0	-4
CC1=C(C(=O)N(C)C)C(c2ccccc2OC(F)F)NC(=O)N1 (stereo not given)	0.7	2.5	2	8	97	-2	-34	5.2	12	-1.7	-1
COc1ccc(N(CC(=O)NCc2ccc(Cl)cc2)S(=O)(=O)c2c(C)noc2C)cc1	-1.8	2.7	-34	-11	89	8	-31	-0.5	0	2.2	0
C=CC[n+]1c(-c2ccc(C)cc2)csc1Nc1c(C)n(C)n(-c2ccccc2)c1=O	-2.2	-2.6	14	15	98	2	-2	5.2	-2	-3.0	-5
NC(=O)c1ccsc1NC(=O)COC(=O)c1ccccc1NCc1ccco1	-1.5	-2.4	-23	4	98	6	-38	-1.1	7	-0.6	2
C[C@H](NC(=O)c1nc[nH]c1C(=O)N[C@H](C)c1ccccc1)C(=O)OC(C)(C)C	-0.8	1.7	-16	-8	96	-6	-1	2.6	-12	1.5	6
CCN(CCS(=O)(=O)c1ccc(Cl)cc1)C(=O)Nc1ccccc1	-0.7	0.9	.	.	112	.	.	4.1	-15	.	.
COc1cccc(NC(=O)CSc2nc3ccccc3c(=O)n2Cc2cccs2)c1	-1.3	-0.7	10	-4	109	2	-9	3.2	-6	0.7	4
CCC(C(=O)N1CC2(C)CC1CC(C)(C)C2)N1C(=O)c2ccccc2C1=O (stereo not given)	-0.5	-0.7	-1	3	101	3	-7	1.6	2	-0.6	-1
Cc1c(Cc2ccc3c(c2)OCO3)sc(NC(=O)c2cccc3ccccc23)c1C(N)=O	-2.3	-1.7	-7	2	102	-1	-23	3.8	-7	-0.3	2

Three of the entries above in order of their number in DSG3 Ab inh, lowest first:
molecule,OPRM1-OPRD1 inv,DSG3 Ab inh,PKA-R1A act,phage Ecoli inh,Mot1-301 SUMO,MOR-DOR ag
C[C@H](NC(=O)c1nc[nH]c1C(=O)N[C@H](C)c1ccccc1)C(=O)OC(C)(C)C,-8,96,-6,2.6,-12,1.5
NC(=O)c1ccsc1NC(=O)COC(=O)c1ccccc1NCc1ccco1,4,98,6,-1.1,7,-0.6
COc1cc2c(cc1OC)CN(CC(=O)NC(=O)NC1CCCCC1)CC2,8,108,-1,1.8,24,-1.6

Later entries
SMILES	Ecoli viability	AddAB inh	HTR5A inv ag	OPRM1-OPRD1 inv	DSG3 Ab inh	PKA-R1A act	PfHsp90 set2	phage Ecoli inh	Mot1-301 SUMO	MOR-DOR ag	HTR5A ag
CCc1ccc(NC(=O)C(C)OC(=O)C2CCC(=O)N2)cc1 (stereo not given)	0.2	3.3	-5	14	96	0	-20	4.7	-20	-2.8	2
CCCc1cc(-c2n[nH]c(=S)n2CC(C)C)cs1	-0.2	0.7	28	-32	99	2	-8	2.0	-15	5.7	-4
COc1ccc(NC(=O)CN(C)C(=O)c2cccnc2Sc2ccc(C)c(C)c2)cc1	-0.9	1.1	12	6	106	-11	.	3.7	2	-0.9	2
CCN(CC)S(=O)(=O)c1ccc(NN=c2c(=O)c3ccccc3c2=O)cc1	0.0	1.0	-7	11	97	-13	-6	2.3	-3	-2.1	2
CS(=O)(=O)N(CC(=O)N1CCN(c2ccccc2)CC1)c1cc(C(F)(F)F)ccc1Cl	-1.5	0.8	17	-3	106	-3	-7	1.2	-12	0.5	-7
CSc1nc(Oc2ccc(=O)n(C)n2)nc(N(C)C)n1	1.1	-0.4	-10	-7	.	-10	11	1.2	226	1.1	-3
O=C(CCc1nc2ccccc2s1)OCc1ccccc1F	-0.3	1.5	-15	-8	108	-14	11	2.6	-8	1.4	0
O=C(O)C(Cc1ccccc1)N=Cc1c(O)c2ccccc2oc1=O (stereo not given)	.	.	-10	-2	101	0	-14	3.5	.	0.3	4
CCOC(=O)CNC(=O)CN1C(=O)CCSc2ccccc21	-0.3	-0.5	-26	10	94	3	-16	0.7	-7	-1.9	0
CC(=O)Oc1ccc(-c2cccc(C(=O)OCC(=O)Nc3ccccc3Oc3ccccc3)c2)cc1	-1.6	-0.3	8	-16	.	-9	14	5.0	3	2.9	3
CNC(=S)N1N=C(c2ccc(C)cc2)CC1c1ccc(OC)c(OC)c1 (stereo not given)	-1.7	0.5	-9	12	113	5	-32	2.8	-20	-2.2	3
CCC(CO)Oc1cc(NCc2cccc(F)c2)c2ncn(C(C)C)c2c1 (stereo not given)	1.7	-0.9	-38	4	111	0	-5	2.2	-19	-0.7	13
Cc1c(C(=O)N2CCC(n3nccc3NC(=O)C3CC3)CC2)[nH]c2ccc(Cl)cc12	2.6	3.0	14	8	.	-1	15	4.9	2	-1.5	0
COc1ccccc1N1CCN(C(=O)c2cc(-c3ccccc3O)on2)CC1	0.4	3.0	11	-21	.	-6	27	-0.5	-11	2.9	-3
COc1cccc(NC(=O)CSc2nnc(NC(=O)C3CCC3)s2)c1	-1.1	3.9	-20	-10	103	-5	-3	3.9	273	1.2	3

A run of entries from the list above, as a working copy:
SMILES	Ecoli viability	AddAB inh	HTR5A inv ag	OPRM1-OPRD1 inv	DSG3 Ab inh	PKA-R1A act	PfHsp90 set2	phage Ecoli inh	Mot1-301 SUMO	MOR-DOR ag	HTR5A ag
CCc1ccc(NC(=O)C(C)OC(=O)C2CCC(=O)N2)cc1 (stereo not given)	0.2	3.3	-5	14	96	0	-20	4.7	-20	-2.8	2
CCCc1cc(-c2n[nH]c(=S)n2CC(C)C)cs1	-0.2	0.7	28	-32	99	2	-8	2.0	-15	5.7	-4
COc1ccc(NC(=O)CN(C)C(=O)c2cccnc2Sc2ccc(C)c(C)c2)cc1	-0.9	1.1	12	6	106	-11	.	3.7	2	-0.9	2
CCN(CC)S(=O)(=O)c1ccc(NN=c2c(=O)c3ccccc3c2=O)cc1	0.0	1.0	-7	11	97	-13	-6	2.3	-3	-2.1	2
CS(=O)(=O)N(CC(=O)N1CCN(c2ccccc2)CC1)c1cc(C(F)(F)F)ccc1Cl	-1.5	0.8	17	-3	106	-3	-7	1.2	-12	0.5	-7

(next part)
SMILES	Ecoli viability	AddAB inh	HTR5A inv ag	OPRM1-OPRD1 inv	DSG3 Ab inh	PKA-R1A act	PfHsp90 set2	phage Ecoli inh	Mot1-301 SUMO	MOR-DOR ag	HTR5A ag
COc1ccc2oc(=O)c(-c3nnc(NCc4ccco4)s3)cc2c1	-2.5	3.5	-5	-10	90	-4	-6	1.8	122	1.5	3
O=C(NCc1ccc(Cl)cc1)C1CC(O)CN1S(=O)(=O)c1ccc(Cl)cc1 (stereo not given)	1.1	1.9	12	7	.	1	10	0.6	-30	-0.9	-5
CC(OC(=O)c1ccc([N+](=O)[O-])cc1)C(=O)NCC1CCCCC1 (stereo not given)	0.9	1.4	-15	-1	92	1	-2	3.4	2	0.3	4
CNC(C)C#Cc1c(-c2cc(OC)c(OC)c(OC)c2)noc1C (stereo not given)	-2.6	-0.6	16	9	104	-2	24	3.6	-1	-1.5	5
Cc1ccccc1OCc1nc2c3cnn(C)c3ncn2n1	-2.0	-0.3	-3	14	101	-19	22	3.7	57	-3.3	1
O=C(CSc1nc(-c2ccco2)cc(C(F)(F)F)n1)N1CCSCC1	0.0	-2.5	11	-4	113	-5	-10	-0.1	55	0.7	0
C=C1CCC(N(O)c2cc(C)on2)C(=C)CCC2C1CC2(C)C (stereo not given)	-0.6	-1.5	23	-47	96	-10	-24	3.2	25	8.5	-9
COc1ccc(-c2cn(Cc3ccc4ccccc4c3)nn2)cc1	-1.6	-0.5	1	-20	91	2	-81	1.8	11	3.6	0
Cc1ccc(CC(=O)Nc2cccc(C#N)c2)cc1	1.0	1.5	3	23	87	-3	-6	2.9	-6	-4.7	-1
O=C(Nc1cc(S(=O)(=O)N2CCOCC2)ccc1Cl)c1cc([N+](=O)[O-])ccc1Cl	2.3	-0.8	12	-10	117	-2	17	.	17	2.0	-3
Clc1cccc(N2CCN(Cc3nc(-c4ccccc4)no3)CC2)c1	3.4	4.8	-14	5	111	-3	-8	2.3	-1	-1.0	5
C[C@H](NS(=O)(=O)c1ccc(F)cc1)C(=O)OCC(=O)c1c(N)n(C)c(=O)n(C)c1=O	1.5	0.2	9	8	93	-7	2	-1.1	-7	-2.0	-2
